ELG1 DNA repair: ELG1-dependent DNA repair inhibition | Potency, µM (series often up to 46.1 µM), for inactives: at the top dose activity change, negative = inhibition, most hits filed as inhibitors | HEK293T ELG1-luciferase reporter, luminescence, 16 h; DNA damage induced by 5-fluorouridine | 330,000 compounds, 2.3% hits | AID 504467; further: potency means the concentration at half of the fitted maximal effect; on the % scale 0 is the no-effect control and ±100 the full control effect; nearly all actives have a fitted effect of over 55% in size
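Reporter activity after DNA damage by 5-fluorouridine is monitored. Compound-treated cells incubate 16 hr at 37 °C, then ONE-Glo is added for 30 min before luminescence reading.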
Eya2 inh: inhibitors of human Eya2 phosphatase activity; 330,000 compounds, 0.006% hits; AID 488837; Potency, µM (highest dose often 76.9 µM), for inactives: at the highest dose activity, negative = inhibition, most hits filed as inhibitors; recombinant Eya2, OMFP fluorescence dephosphorylation (OMFP is methylfluorescein phosphate); further: potency means the concentration at half of the fitted maximal effect; on the % scale 0 is the no-effect control and ±100 the full control effect
Target sequence (O00167 whole entry, looked up): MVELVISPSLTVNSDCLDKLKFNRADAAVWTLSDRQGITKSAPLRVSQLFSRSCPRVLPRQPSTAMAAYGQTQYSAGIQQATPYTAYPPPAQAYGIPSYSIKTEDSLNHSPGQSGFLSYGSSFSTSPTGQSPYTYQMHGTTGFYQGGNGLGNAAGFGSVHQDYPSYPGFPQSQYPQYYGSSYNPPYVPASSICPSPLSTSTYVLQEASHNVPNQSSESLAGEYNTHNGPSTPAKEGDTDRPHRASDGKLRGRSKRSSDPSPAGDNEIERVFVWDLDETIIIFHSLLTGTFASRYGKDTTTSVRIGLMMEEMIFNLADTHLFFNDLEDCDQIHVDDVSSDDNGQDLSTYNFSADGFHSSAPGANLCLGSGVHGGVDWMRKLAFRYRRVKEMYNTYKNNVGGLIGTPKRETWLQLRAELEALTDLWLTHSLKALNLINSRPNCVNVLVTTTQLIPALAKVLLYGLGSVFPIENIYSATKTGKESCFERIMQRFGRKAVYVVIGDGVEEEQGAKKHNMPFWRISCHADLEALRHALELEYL
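Eya2 (0.2 uM) preincubated 10 min at ambient with compound, then OMFP substrate added at 50 uM; 10 min reaction in 50 mM HEPES pH 7.5, 50 mM NaCl, 5 uM MgCl2, 0.05% BSA, 1 mM DTT. Fluorescence read at Ex 485/Em 525 nm.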
uPA surface inh: inhibitors of cell surface uPA generation; 330,000 compounds, 0.31% hits; AID 540303; cell surface uPA generation assay, qHTS; Potency, µM (series often up to 38.3 µM), for the others: top-dose activity change, negative = inhibition, actives largely listed as inhibitors; active means well fitted inhibition curve with a large enough effect; inconclusive means small, poorly fitted or top-dose-only effect; inactive means no such curve, though single readings can be large or run the other way; tested in mouse RAW 264.7 cells; further: potency means the concentration at half of the fitted maximal effect; on the % scale 0 is the no-effect control and ±100 the full control effect; nearly all actives have a fitted effect of over 55% in size
B2AR arrestin: recruits beta-arrestin to the human beta2-adrenergic receptor. P07550. beta-arrestin recruitment to beta2AR, cell-based reporter. Potency, µM (series often up to 46.1 µM), for the others: at the top dose activation, actives largely listed as activators. 330,000 compounds, 0.02% hits;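 further: potency means the concentration at half of the fitted maximal effect; 0% = DMSO controls and full agonism = EC100 isoproterenol or metaproterenol; nearly all actives have a fitted effect of over 65% in size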
TSG101-PTAP inh: blocks PTAP/TSG101 interaction to inhibit HIV-1 budding; Q99816; Fluorescence polarization, FITC-PTAP peptide / Tsg101 binding; Potency, µM (titrated, usually from 115 µM), inactives show at the highest dose activity change, negative = inhibition, usual class: inhibitors; 340,000 tested, under 10 active; active means well fitted inhibition curve with a large enough effect in the main read-out, with a control signal flat, not every such curve was filed as active; inconclusive means small, poorly fitted or top-dose-only effect, or effect the other way, or a change in a side signal; inactive means no such curve, though single readings can be large or run the other way; further: potency means the concentration at half of the fitted maximal effect; % of control where 0% means no effect
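Fluorescence polarization binding of Tsg101 binding domain (10 uM final) to FITC-labeled PTAP peptide (50 nM final) in HEPES pH 7.5 buffer with NaCl, Tween 20, EDTA, TCEP. Compounds added before peptide; binding 20 min at RT.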
TSHR antagonist: human thyrotropin receptor antagonism | AID 504810 | activity change, negative = inhibition, % at 11.5 µM | TSHR-expressing cells, TSH-stimulated cAMP HTRF, 2 h; active compounds read low | 330,000 compounds, 0.2% hits;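 active means activity change below a set negative limit, meaning inhibition stronger than a set level, cut at about -70% in these data; inconclusive means activity change between two set negative limits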; further: on the % scale 0 is the no-effect control and ±100 the full control effect
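TSHR-expressing cells were treated with compounds, then stimulated with TSH at EC80 (4nM final) for 2 hours at 37 deg C. Cellular cAMP was measured by HTRF competition between lysate cAMP and cAMP-d2 for a cryptate-labelled anti-cAMP antibody.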
Mito fusion yeast: mitochondrial division inhibition or fusion activation | S. cerevisiae fusion-defective mutant growth rescue, CellTiterGlo 48 h | Potency, µM (series often up to 46.1 µM), for the others: at the highest dose growth rescue (activation), most hits filed as activators | 320,000 compounds, 0.23% hits | AID 485298;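 further: potency means the concentration at half of the fitted maximal effect; % of control where 0% means no effect; nearly all actives have a fitted effect of over 45% in size; temperature-sensitive fusion mutants such as fzo1-1 at 37 °C on non-fermentable ethanol glycerol medium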
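Growth-rescue viability read-out: after 48 h at the non-permissive 37C in glycerol/ethanol YPEG, yeast mitochondrial fusion mutants are measured by CellTiterGlo luminescence; compounds (23 nl pinned per well) restoring growth score as division inhibitors or fusion activators.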
TCR activator: activators of T cell receptors | Potency, µM (titrated, usually from 9.22 µM), for inactives: top-dose activation of IL-2 secretion, hits mostly activators | 330,000 tested, under 10 active | primary human leukocytes, anti-CD3, IL-2 HTRF, 48 h; further: % of control where 0% means no effect
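Readout: HTRF IL-2, Eu-cryptate/d2 antibody pair, 320nm excitation, 665nm emission. Stimulus: a-CD3 beads, no co-stimulation. Cells: primary human leukocytes. Exposure: 48 hr with compound.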
Tb PFK inh: T. brucei PFK enzyme inhibition; T. brucei PFK, ADP-Glo luminescence; Potency, µM (doses to about 57.5 µM), inactives show top-dose activity, negative = inhibition, most hits filed as inhibitors; 330,000 compounds, 0.17% hits; AID 485367;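 further: potency means the concentration at half of the fitted maximal effect; 0% = uninhibited 1x PFK enzyme wells and -100% = no-enzyme wells; nearly all actives have a fitted effect of over 60% in size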
Target sequence (O15648 whole entry, looked up): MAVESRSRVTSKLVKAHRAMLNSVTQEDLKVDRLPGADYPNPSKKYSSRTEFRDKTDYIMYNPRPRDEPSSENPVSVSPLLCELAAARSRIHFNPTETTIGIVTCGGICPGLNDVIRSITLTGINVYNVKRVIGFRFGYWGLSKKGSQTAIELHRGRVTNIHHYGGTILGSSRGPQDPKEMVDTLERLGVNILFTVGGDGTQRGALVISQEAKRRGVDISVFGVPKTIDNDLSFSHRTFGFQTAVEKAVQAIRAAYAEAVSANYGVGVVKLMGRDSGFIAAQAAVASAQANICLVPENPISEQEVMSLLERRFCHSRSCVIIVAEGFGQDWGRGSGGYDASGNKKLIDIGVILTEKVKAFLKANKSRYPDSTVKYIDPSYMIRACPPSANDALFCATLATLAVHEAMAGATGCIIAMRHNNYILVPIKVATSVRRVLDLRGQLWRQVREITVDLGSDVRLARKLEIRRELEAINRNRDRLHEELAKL
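PFK 1.25 nM, F6P 0.5 mM, ATP 0.1 mM, 0.1 M TEA pH 8.0, 5 mM MgCl2, 0.01% Tween20, 0.1% BSA; 45 min RT. ADP-Glo readout. qHTS titration up to 57 uM; curves fitted, compounds curve-classed.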
BCR signal inh: inhibitors of chronic active B-cell receptor signaling | ABC-DLBCL IkBa-CBG/CBR reporter, luminescence ratio, 4 h | Potency, µM (titrated, usually from 46.1 µM), for inactives: top-dose ratio change, negative = lower green/red ratio, most hits filed as inhibitors | 340,000 compounds, 0.05% hits; active means well fitted inhibition curve with a large enough effect in the signal ratio, with a control signal flat, not every such curve was filed as active; inconclusive means small, poorly fitted or top-dose-only effect, or effect the other way, or a change in a side signal; the % refers to the signal ratio;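 further: potency means the concentration at half of the fitted maximal effect; plate controls were basal doxycycline-induced cells for no effect and cells given 10 µM MG132 for full effect; MG132 reads +100%, hits lower the ratio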
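TMD8 human ABC-DLBCL cells with doxycycline-inducible IκBα–green luciferase fusion and unfused red luciferase, in 0.5% FBS medium; compounds up to 46 uM, 4 h at 37C. Green/red luminescence ratio, filter-overlap corrected, fitted to concentration-response curves.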
USP2a inh: USP2a (human) protease inhibition | O75604 | USP2 core, Ub-CHOP2 coupled fluorogenic reporter, 485/531 | Potency, µM (highest dose often 38.3 µM), for the others: at the highest dose activity change, negative = inhibition, hits mostly inhibitors | 330,000 compounds, 0.01% hits | AID 463254;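 further: potency means the concentration at half of the fitted maximal effect; plate controls were DMSO wells for no effect and full inhibition by NEM control for full effect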
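USP2 core (10nM final) preincubated 30min RT with compound in 20mM Tris-HCl pH 8.0, 2mM CaCl2, 2mM beta-mercaptoethanol, 0.05% CHAPS; 25nM Ub-CHOP2 plus 25nM reporter substrate added, fluorescence (Ex485/Em531) read after 60min.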
Starred values were filed as active, the others as inactive; u = inconclusive; x = not tested or not shown; & = joins results of further samples; [ ] = dose if it differs, or a comment. Unless noted, the call rests on the fitted dose curve; in most records, active means well fitted curve in the direction sought with a large enough effect; inconclusive means small, poorly fitted or top-dose-only effect, or another doubt; inactive means no such curve, though single readings can be large; an effect the other way counts as inactive or inconclusive.

Molecule,ELG1 DNA repair,Eya2 inh,uPA surface inh,B2AR arrestin,TSG101-PTAP inh,TSHR antagonist,Mito fusion yeast,TCR activator,Tb PFK inh,BCR signal inh,USP2a inh
Cc1ccc(CN2CCN(Cc3c[nH]c4ccccc34)CC2CCO)o1 (configuration not stated),-1%,-1%,-3%,-0.4%,3%,-2,-3%,6%,-2%,-22%,-1%
CCOc1ccc(NC(=O)c2c(NC(=O)CN3CCN(C)CC3)sc3c2CCC3)cc1,1%,13%,x,-0.5%,x,-15,-2%,x,-1%,-2%,2%
CCOC(=O)c1sc2nc(C)nc(NC3CCC(O)CC3)c2c1C (configuration not stated),-4%,-12%,1%,-0.3%,-4%,-18,12%,-1%,2%,2%,-1%
CC(C)C(=O)NCc1cc(-c2ccc(Cl)cc2)no1,4%,-8%,0%,-0.1%,3%,-3,-1%,-3%,-3%,14%,3%
Cc1ccc(P(=O)(CC(=O)O)c2ccc(C)cc2)cc1,-1%,3%,7%,-0.2%,-2%,-1,-3%,2%,2%,10%,0%
CCc1cc2c(-c3ccccc3)cc(=O)oc2cc1OCC(C)=O,-23%,-2%,-3%,0.2%,-3%,6,u,x,1%,u,0%
O=C(NCc1ccncc1)c1ccc(NS(=O)(=O)c2ccc(F)cc2)cc1,8%,9%,-5%,-0.2%,-3%,8,5%,1%,4%,0%,-1%
O=C(C1CCCN(S(=O)(=O)c2ccc(F)cc2)C1)N1CCCC1 (configuration not stated),11%,-8%,0%,0.2%,-2%,-12,1%,1%,1%,u,1%
CCOC(=O)c1cc(CC)sc1NC(=O)COC(=O)c1ccccn1,u,6%,-1%,0.3%,-5%,8,7%,-57%,3%,-1%,0%
CCOC(=O)c1c(CC(C)C)csc1NC(=O)CCl,-9%,1%,-4%,0.8%,-9%,-10,-13%,-2%,-3%,u,-2%
O=C(O)CCC(=O)N1CCN(c2cccc(Cl)c2)CC1,0%,4%,6%,-0.1%,0%,9,0%,-65%,u,-2%,0%
O=C1C2C3C=CC(CC3)C2C(=O)N1/N=C/c1c[nH]c2ccccc12 (configuration not stated),u,-6%,-4%,0.2%,0%,2,-4%,-2%,-3%,u,1%
CCCN1CCN(CCCNC(=O)c2ccc3nc(N4CCCCC4)sc3c2)CC1,u,-13%,u,-1.1%,-6%,12,-1%,-20%,3%,19%,2%
CN1CCN(NC(=O)c2cccc(F)c2)CC1,-8%,5%,3%,-0.2%,1%,0,1%,0%,-4%,-5%,-1%
COCc1ccc(C(=O)N2CCCC(CCC(=O)NCc3ccccc3F)C2)o1 (configuration not stated),-4%,-4%,-10%,0.0%,-5%,-5,-4%,-1%,-2%,u,-1%
NC(=O)NOCc1c(F)cccc1Cl,0%,9%,4%,-1.0%,1%,8,1%,6%,4%,2%,-2%
CN(C)/C=C/C1=C([N+](=O)[O-])C(c2cccc([N+](=O)[O-])c2)NC(=O)N1 (configuration not stated),0%,-8%,1%,0.5%,-2%,-3,1%,-3%,1%,-2%,8%
C=CCc1ccc(OCC(O)CN2CCC(Cc3ccccc3)CC2)c(OC)c1 (configuration not stated),-17%,9%,-8%,0.2%,-1%,2,19%,3%,1%,-8%,3%
Cc1ccn2c(c1)nc(=O)c1cc(S(=O)(=O)N3CCCCC3)ccc12,15%,6%,0%,0.5%,-2%,6,-4%&-3%,-8%,1%,u,2%
Cc1ccccc1N(CC(=O)N1CCCCCC1)S(C)(=O)=O,-3%,11%,-3%,0.0%,-4%,11,-1%,4%,3%,6%,-1%
COc1ccc(C(CNC(=O)c2ccc(OCC3CCCO3)cc2)N2CCOCC2)cc1 (configuration not stated),-5%,-14%,0%,-0.3%,-6%,10,-1%,-47%,-1%,-6%,-1%
CCCCOc1ccc(-c2n[nH]c(=S)n2Cc2ccccc2)cc1,-16%,-2%,-2%,3.6%,1%,4,-16%,3%,-7%,u,-2%
CSCc1c(C(=O)N2CCCc3ccccc32)oc2ccccc12,-10%,-4%,-18%,-0.2%,-2%,-12,14%,5%,6%,1%,0%
COc1cccc(C2(O)CCN(CC(=O)NCC3CC3)CC2)c1,-1%,-2%,1%,-0.1%,1%,4,3%,1%,-3%,u,2%
CCCOc1ccc(-c2c(=O)n(OCC(=O)OCC)c3ccccc3[n+]2[O-])cc1,u,-5%,-4%,-0.9%,-6%,-25,-3%,x,1%,-5%,-1%
CCCCOc1ccc(CN2CCSCC2)cc1,28%,1%,0%,-1.0%,-5%,4,5%,7%,-1%,6%,1%
O=C(N/N=C/c1ccco1)c1cc(-c2ccccc2)n[nH]1,12%,4%,-6%,0.2%,-1%,4,-5%,4%[46.1 µM],-1%,u,1%
N#CCCNC(=O)Cn1c(COc2ccc(Cl)cc2)nc2ccccc21,u,-2%,-13%,-0.9%,-2%,0,-5%,3%[46.1 µM],-6%,u,2%
O=C(OCC(=O)N1CCc2ccccc21)c1cccnc1,5%,-3%,2%,-0.1%,-11%,9,0%,-2%,3%,-25%,-2%
COC(=O)C1=C(C)N(c2ccc(S(N)(=O)=O)cc2)C(=O)C1,17%,27%,1%,-0.3%,-1%,2,1%,1%,2%,2%,0%
CSc1nc(C)nc(N/C=C(\C#N)S(=O)(=O)c2ccccc2Cl)n1,13%,-16%,5%,-0.2%,1%,-4,1%,4%,1%,-21%,-1%
CCN(Cc1cc2ccccc2[nH]c1=O)C(=O)c1cccc([N+](=O)[O-])c1,0%,-9%,1%,-0.1%,-4%,2,4%,-8%,-2%,-1%,4%
COc1ccc(-c2csc(NC(=O)c3cc(=O)c4ccccc4o3)n2)cc1OC,u,-9%,10%,-0.2%,-2%,-23,-2%,-1%,-1%,3%,-6%
COC(=O)c1cccc(-n2cnnn2)c1,11%,5%,3%,-0.2%,-3%,11,-6%,3%[46.1 µM],2%,-8%,4%
CCSc1nnc(NC(=O)[C@H](C)N2C(=O)C3CC=CCC3C2=O)s1 (some centres not stated),4%,-3%,6%,0.3%,-7%,-5,-2%,-1%,-2%,-13%,2%
C=CCN(C(=O)Nc1ccc(OC)cc1)c1nnc(-c2ccncc2)s1,u,-14%,3%,0.3%,-1%,52,0%,-1%,3%,-3%,-11%
O=C(CSc1cccc2cccc(Cl)c12)NCc1cccs1,-4%,-5%,2%,-0.3%,0%,-25,u,5%[46.1 µM],0%,-2%,2%
CCCCC(=O)OCC(=O)c1[nH]c(C)c(C(C)=O)c1C,8%,7%,-11%,-0.1%,-3%,-3,-5%,4%,-5%,9%,1%
O=C(CCc1ccccc1)NCCCNC(=O)CCc1ccccc1,11%,-5%,2%,-0.2%,1%,6,-10%,-6%,0%,8%,-1%
CCN(c1ccccc1)S(=O)(=O)c1ccc(Cl)c(C(=O)OCC(=O)c2[nH]c(C)c(C(C)=O)c2C)c1,-14%,1%,4%,5.6%,1%,16,7%,4%[46.1 µM],0%,0%,-3%
CC1(C)CC(=O)C2=C(C1)Nc1ncnn1C2c1ccccn1 (configuration not stated),-1%,-12%,1%,0.3%,3%,-2,12%,0%,-5%,10%,-1%
O=C(Cc1ccccc1[N+](=O)[O-])NCc1ccc2c(c1)OCO2,u,-13%,1%,-0.7%,-3%,2,-8%,6%[46.1 µM],3%,-4%,-4%
COc1ccc(C(=O)O)cc1S(=O)(=O)Nc1ccccc1-c1ccccc1,6%,6%,3%,0.0%,-1%,-3,1%,-2%,0%,15%,0%
CC(C)(C)c1ccc(C(=O)NNC(=S)NC(=O)c2cccnc2)cc1,u,2%,1%,0.0%,-10%,0,-47%[inhibitor],-2%,0%,u,1%
CC(C)c1ccc2[nH]c3c(c2c1)CCC/C3=N\NC(=O)c1ccncc1,18µM*,3%,-24%,-0.4%,-1%,5,5%,2%,0%,u,5%
Cc1ccc(OCC(=O)N2CCN(S(=O)(=O)c3ccccc3[N+](=O)[O-])CC2)cc1,u,-3%,-7%,0.6%,1%,-2,1%,-3%,1%,1%,0%
Cc1cccc(N(C(=O)c2snc(C(N)=O)c2N)C(C(=O)NC2CCCC2)c2ccc(C)o2)c1 (configuration not stated),5%,14%,7%,-0.6%,-1%,-2,5%,-9%,-2%,u,-6%
